Screening results: PubChem, several laboratories
EphB4 ephrin blk = EphB4-ephrin-B2 interaction antagonism; EphB4 LBD / TNYL-RAW-Alexa532 peptide, fluorescence polarization; inhibition, % at 7 µM; actives 0.15% (n = 97,000); AID 720;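 active = inhibition above the screen-wide mean inhibition plus 3 SD, cut at about 15% in these data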;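 note: 0% = DMSO wells and 100% = excess unlabeled TNYL-RAW peptide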
CYP2C19 inhib = blocks human cytochrome P450 2C19; inhibition, % at 5 µM; P33261; CYP2C19 Supersomes, luciferin-H EGE luminescence, 30 min; actives 21% (n = 96,000); AID 778;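 active = CYP2C19 inhibition above a set limit at 5 µM in the primary screen, cut at about 50% in these data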;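 note: plate controls were negative control wells for no effect and 2.5 mM tranylcypromine positive control for full effect; values of inactives mirror those of a sister screen read the other way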
Target sequence (P33261 whole entry, looked up): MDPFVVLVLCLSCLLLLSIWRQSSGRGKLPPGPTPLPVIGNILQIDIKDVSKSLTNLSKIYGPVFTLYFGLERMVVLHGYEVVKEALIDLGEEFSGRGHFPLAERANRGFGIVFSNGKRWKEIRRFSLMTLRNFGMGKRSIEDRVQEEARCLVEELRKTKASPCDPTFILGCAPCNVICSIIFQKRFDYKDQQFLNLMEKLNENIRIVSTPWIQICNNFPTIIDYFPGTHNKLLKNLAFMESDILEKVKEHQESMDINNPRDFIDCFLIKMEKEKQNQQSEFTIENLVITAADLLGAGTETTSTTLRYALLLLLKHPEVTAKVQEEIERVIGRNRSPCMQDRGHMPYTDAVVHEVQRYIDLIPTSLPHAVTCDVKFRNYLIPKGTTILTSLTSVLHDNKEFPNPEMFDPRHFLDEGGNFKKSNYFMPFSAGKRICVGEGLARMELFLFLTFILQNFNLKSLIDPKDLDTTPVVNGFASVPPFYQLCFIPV
PostGolgi yeast = growth inhibition of a yeast mutant, post-Golgi transport screen; inhibition, % at 10 µM; AID 739; post-Golgi transport phenotypic cell assay; actives 0.9% (n = 98,000); in the data active = inhibition above about 30%;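 note: yeast cells grown in 1536-well plates; yeast grown about 18 h at 30C before absorbance read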
PLAP act = activators of human placental alkaline phosphatase. P05187. purified PLAP enzyme, luminescent substrate read-out; stronger effect = higher value. activation fold at 20 µM. actives 1.2% (n = 96,000); in the data active = activation fold above about 2
Ecoli WT expand = growth inhibitors of E. coli BW25113 wild type; OD600 absorbance; growth inhibition, % at 100 µM; actives 0.15% (n = 98,000); AID 710;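 active = growth inhibition above about 50% at one test dose, limit read from the data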;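 note: growth measured after 20 h incubation at 37 °C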
CYP2C19 act = activators of human cytochrome P450 2C19; 96,000 tested, under 10 active; recombinant CYP2C19, luciferin-H EGE luminescence; stronger effect = higher value; 0 = fully inhibited enzyme, 1 = untreated enzyme; P33261; activation factor at 5 µM;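 active = activation factor of at least 2 at 5 µM in the primary screen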;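 note: 0 = wells with 2.5 mM tranylcypromine and 1 = vehicle-only wells; values of inactives mirror those of a sister screen read the other way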
Pyk2 oligo antag = Pyk2 (human) oligomerization antagonism; Q14289; Q293 cells, Pyk2 FERM NanoBiT luminescence; stronger effect = lower value; z-score (the deposit names both 25 µM and 10 µM); actives 0.83% (n = 99,000); AID 1347419;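 active = Z-score of -3 or lower, scaled per plate to the spread of control and sample wells; inactive = z-score above -3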;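 note: negative z-score means lost luminescence so less FERM oligomerization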
CYP2C9 act = increases human cytochrome P450 2C9 activity | actives 1.4% (n = 96,000) | activation factor at 5 µM | recombinant CYP2C9, luciferin-H conversion, luminescence; stronger effect = higher value; factor 1 = untreated enzyme, 0 = blocked | AID 1024;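 active = activation factor of 2 or more for CYP2C9 at a 5 µM dose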;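 note: 0 = sulfaphenazole-blocked wells and 1 = vehicle-only wells; values of inactives mirror those of a sister screen read the other way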
Target sequence (P11712 whole entry, looked up): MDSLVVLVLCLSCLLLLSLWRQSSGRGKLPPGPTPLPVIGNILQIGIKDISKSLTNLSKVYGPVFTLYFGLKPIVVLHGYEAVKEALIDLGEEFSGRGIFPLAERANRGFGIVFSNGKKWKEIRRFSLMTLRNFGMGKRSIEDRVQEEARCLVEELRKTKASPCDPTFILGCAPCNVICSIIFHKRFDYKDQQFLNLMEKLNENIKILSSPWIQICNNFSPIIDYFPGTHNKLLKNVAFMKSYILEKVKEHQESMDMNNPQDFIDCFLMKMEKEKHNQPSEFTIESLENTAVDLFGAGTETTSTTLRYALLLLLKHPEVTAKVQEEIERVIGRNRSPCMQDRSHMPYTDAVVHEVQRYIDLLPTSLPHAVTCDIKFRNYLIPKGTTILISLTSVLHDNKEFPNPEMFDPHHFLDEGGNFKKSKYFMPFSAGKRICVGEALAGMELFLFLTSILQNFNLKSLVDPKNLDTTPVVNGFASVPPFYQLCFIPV
CYP2C9 inhib = inhibitors of human CYP2C9. P11712. CYP2C9 Supersomes, luciferin-H conversion, luminescence. inhibition, % at 5 µM. actives 20% (n = 96,000). AID 777;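 active = blocking of liver enzyme CYP2C9 beyond about 50% at 5 µM, limit read from the data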; note: values of inactives mirror those of a sister screen read the other way
Numbers without * were called inactive; . = not tested or not shown.

SMILES	EphB4 ephrin blk	CYP2C19 inhib	PostGolgi yeast	PLAP act	Ecoli WT expand	CYP2C19 act	Pyk2 oligo antag	CYP2C9 act	CYP2C9 inhib
CCC(C)C(=O)Nc1nc(C)c(-c2csc(Nc3ccccc3OC)n2)s1 (stereo not drawn)	-8	27	-4	0.9	-11	0.7	.	0.4	63*
COc1ccc(N2CCN(C(=O)CSc3ccccc3)CC2)cc1	-1	4	-12	1	-4	1	-0.03	0.9	11
O=C(CN1CCCC1)Nc1ccc(NC(=O)Nc2ccccc2)cc1	-3	-14	10	0.8	7	1.1	1	1.1	-12
CC(=O)NNC(=O)CCC(=O)Nc1ccccc1	-1	-12	-12	1.2	4	1.1	0.23	1.1	-11
O=C(COc1ncnc2ccc(Br)cc12)NCc1ccc2c(c1)OCO2	-1	-5	0	0.9	-13	1.1	-0.73	0.8	18
CC(=Nc1ccccc1C)C1=C(O)CSC1=O	0	75*	-1	1	-1	0.2	1.3	0.8	23
CC(=O)c1cc(-c2ccccc2)n(CC(=O)NCc2cccs2)c1C	6	88*	-1	0.9	-14	0.1	0.85	0.6	41
O=C1NC(=O)c2c(NC(=O)C3CCCO3)cccc21 (stereo not drawn)	1	-9	18	1.2	-6	1.1	1.6	1.2	-19
N#Cc1c(N)nc(SCc2ccccc2)c(C#N)c1-c1ccco1	-7	4	7	0.9	-5	1	-0.96	0.9	11
COc1nc(NCCN2CCOCC2)nc(Nc2ccccc2)n1	1	-16	0	1.5	3	1.2	0.01	1.1	-9
COc1cc(OC)cc(-c2nc(-c3ccc(Br)cc3)no2)c1	0	0	-7	1	-15	1	0.51	1.2	-22
Cc1ccc(C2=[N+]([O-])C(C)(C)CC2)cc1	3	7	2	0.9	4	0.9	-0.47	0.9	9
CCn1c(SCC(=O)N2CCN(c3ccc(F)cc3)CC2)nnc1-c1ccncc1	-7	19	-4	1	1	0.8	0.01	0.7	27
O=C(CC1SC(N2CCCCC2)=NC1=O)Nc1cccc(C(F)(F)F)c1 (stereo not drawn)	5	32	10	1	3	0.7	0.32	1.2	-19
CCOC(=O)N1CCN(c2c(Nc3cc(C)[nH]n3)c(=O)c2=O)CC1	-1	-1	-2	0.9	6	1	.	1	0
CCOC(=O)C(NC(=O)Nc1ncccn1)(Oc1ccccc1)C(F)(F)F (stereo not drawn)	0	-15	-1	1.4	2	1.2	0.41	1.1	-8
N#CC1=C(SCC(=O)c2ccc(Cl)cc2)NC2=C(C(=O)CCC2)C1c1ccco1 (stereo not drawn)	.	99*	5	1.1	-10	0	-0.26	0	97*
CCS(=O)(=O)N1CCN(C(=O)c2ccccc2)CC1	3	39	-5	0.8	2	0.6	-0.25	1	3
CCOc1ccc(S(=O)(=O)N2CCN(c3ccc(OC)cc3)CC2)c2cccnc12	-6	17	16	1.1	-5	0.8	0.46	0.6	42
CCOC(=O)C1=C(c2ccccc2)NC(SCC(N)=O)=C(C#N)C1c1cccnc1 (stereo not drawn)	-2	68*	1	1.1	2	0.3	-0.49	0.4	63*
O=C(CSc1c[nH]c2ccccc12)NCC1CCCO1 (stereo not drawn)	-1	54*	-2	1.1	7	0.5	.	1.2	-17
O=C(Cc1ccccc1)N1CCCC1c1ccccc1 (stereo not drawn)	-2	79*	11	1	2	0.2	-0.5	0.8	22
Cc1cc2oc(=O)cc(CN3CCOCC3)c2cc1C	3	47	-1	0.7	-2	0.5	-0.08	1.2	-20
O=C(NCc1ccco1)c1ccc(=O)oc1	-5	-3	4	1	-6	1	-0.56	1.1	-13
COc1ccc(C2/C(=C(/O)c3ccccc3)C(=O)C(=O)N2c2ccccn2)c(OC)c1 (stereo not drawn)	-6	3	0	1.1	-4	1	-1.4	0.8	19

Whole records as entered above. Order of screens: EphB4 ephrin blk	CYP2C19 inhib	PostGolgi yeast	PLAP act	Ecoli WT expand	CYP2C19 act	Pyk2 oligo antag	CYP2C9 act	CYP2C9 inhib
`CCn1c(SCC(=O)N2CCN(c3ccc(F)cc3)CC2)nnc1-c1ccncc1` across the screens: -7	19	-4	1	1	0.8	0.01	0.7	27
`CC(=O)c1cc(-c2ccccc2)n(CC(=O)NCc2cccs2)c1C` across the screens: 6	88*	-1	0.9	-14	0.1	0.85	0.6	41
`CC(=Nc1ccccc1C)C1=C(O)CSC1=O` across the screens: 0	75*	-1	1	-1	0.2	1.3	0.8	23
`CC(=O)NNC(=O)CCC(=O)Nc1ccccc1` across the screens: -1	-12	-12	1.2	4	1.1	0.23	1.1	-11
`O=C(CN1CCCC1)Nc1ccc(NC(=O)Nc2ccccc2)cc1` across the screens: -3	-14	10	0.8	7	1.1	1	1.1	-12

The results go on:
SMILES	EphB4 ephrin blk	CYP2C19 inhib	PostGolgi yeast	PLAP act	Ecoli WT expand	CYP2C19 act	Pyk2 oligo antag	CYP2C9 act	CYP2C9 inhib
CC(C)(C)NC(=O)c1ccc2nccnc2c1	-1	-2	-3	1	-2	1	1.8	1	4
O=C(CN1C(=O)COc2ccccc21)Nc1ccc(F)cc1	6	33	10	2.5*	1	0.7	.	0.6	39
COc1ccc2c(CC(=O)N3CCc4ccccc43)coc2c1	5	64*	-12	0.9	-2	0.4	-1.1	0.9	14
CC(C)(C)c1ccc(C(=O)NNC(=O)c2ccccc2Br)cc1	7	-10	-18	1	-9	1.1	0.33	1.1	-5
COc1nc(Nc2ccc(C(C)=O)cc2)nc(OC)n1	.	51*	-2	0.9	-1	0.5	0.95	0.5	51*
O=C(NCCOC(=O)c1ccccc1C(=O)OCCNC(=O)c1cccnc1)c1cccnc1	4	96*	-4	1.1	-2	0	1.4	0.3	68*
Cc1ccc(N2CC(C(=O)NCc3cccnc3)CC2=O)cc1 (stereo not drawn)	4	7	-1	0.8	-1	0.9	-0.21	0.8	24
O=C(c1ccccc1S(=O)(=O)NCc1ccccc1)N1CCCCC1	.	89*	-2	1	9	0.1	.	0.5	48
O=C(CSc1ncnc2sc3c(c12)CCCC3)N1CCC(c2noc3ccc(F)cc23)CC1	-3	17	23	1.8	-15	0.8	0.9	0.6	44
CCOC(=O)c1sc2ncn(C(C)C(=O)OC)c(=O)c2c1C (stereo not drawn)	3	57*	9	1	-1	0.4	0.62	0.5	54*
Cc1ccc([N+](=O)[O-])cc1NC(=O)CN1CCC(C)CC1	0	17	1	1.1	19	0.8	3.4	1.1	-13
O=C(CSc1cccc2cccnc12)OCC(=O)c1ccccc1	4	28	-2	1	-9	0.7	0.08	2.6*	-157
COc1cccc(OCc2cc(/C=N/NC(=O)c3nc(Cl)c(Cl)c(N)c3Cl)ccc2OC)c1	-8	55*	-5	1.5	-4	0.4	-0.91	0.2	84*
CCSc1nnc(NC(=O)c2cc(C)nc3ccccc23)s1	-5	7	-7	1	-3	0.9	-0.17	0.8	17
CCN1CCN(C(c2ccccc2)c2nnnn2CCc2ccc(OC)c(OC)c2)CC1 (stereo not drawn)	-5	-10	2	1.2	7	1.1	0.38	1.1	-9
CCOC(=O)c1[nH]c(C)c(C(=O)NCc2ccccn2)c1C	2	.	6	.	3	.	0.67	.	.
CC(=O)Nc1ccc(NC(=O)C(C)Oc2ccccc2F)cc1 (stereo not drawn)	1	.	-1	.	-2	.	0.13	.	.
CCOc1ccc(NS(=O)(=O)c2ccc3[nH]cc(C(=O)NCC4CCCO4)c(=O)c3c2)cc1 (stereo not drawn)	5	.	3	.	-15	.	-0.34	.	.
COc1ccc(CC(=O)Nc2nnc(C)s2)cc1	-2	33	1	1.1	-3	0.7	0.89	0.9	12
Cn1c(=Nc2ccccc2)sc2ccccc21	-4	81*	-5	1	8	0.2	0.05	0.6	41
Cc1nnc(NC(=O)c2cc3n(n2)C(C(F)(F)F)CC(C2CC2)N3)s1 (stereo not drawn)	2	-2	-12	0.9	-4	1	-0.08	1	2
CCN(CC)C(=O)c1cc2c(=O)n3cccc(C)c3nc2n1C	2	-6	8	1.1	8	1.1	0.4	1.4	-38
CN(C)C(=O)c1noc2cc([N+](=O)[O-])ccc12	0	3	-11	1	2	1	0.5	1.1	-10
CCOc1ccc(S(=O)(=O)NCC(=O)N(C)Cc2cccnc2)cc1	-6	29	-4	1.1	6	0.7	-0.72	1	-2
Cn1c(C(=O)NCCC2=CCCCC2)cc2c(=O)n3ccccc3nc21	-1	44	-4	0.9	-8	0.6	0.37	0.9	6

The list goes on.
SMILES	EphB4 ephrin blk	CYP2C19 inhib	PostGolgi yeast	PLAP act	Ecoli WT expand	CYP2C19 act	Pyk2 oligo antag	CYP2C9 act	CYP2C9 inhib
Cc1ccc(S(=O)(=O)NCC(=O)OC(C(=O)c2ccccc2)c2ccccc2)cc1 (stereo not drawn)	-8	47	-1	1.1	13	0.5	0.56	0.4	57*
CCOC(=O)C1CCN(C(=O)Nc2ccc3c(c2)nc(C)n3C)CC1	-29	8	-3	0.9	4	0.9	0.17	1.1	-7
COc1ccc(C(=O)N/C(=C\c2cccc3ccccc23)C(=O)NCCc2c[nH]c3ccccc23)cc1OC	5	50*	-5	1.7	-25	0.5	0.8	0.3	65*
COc1ccc(Nc2nc(N)nc(CSc3nnc(N)s3)n2)cc1	-2	8	32*	1	8	0.9	-0.38	0.7	26
CN1CCN(C(=O)c2cc3c(ccc4ccccc43)oc2=O)CC1	8	11	3	1.2	-1	0.9	0.44	1.9	-87
CCOC(=O)c1c(C(F)(F)F)nc2ncccn12	0	0	1	0.8	0	1	-0.42	1.1	-8
Cc1ccnc(N2CCC(C(=O)NNC(=O)c3ccccc3C)CC2)n1	3	18	2	1.6	5	0.8	0.25	0.8	18
COCCCN(C(=O)Nc1ccccc1)C(C)c1ccncc1 (stereo not drawn)	-3	77*	1	1	2	0.2	.	0.4	60*
CCOC(=O)Nc1cccc(Cl)c1C	9	9	0	1	14	0.9	0.14	1	-3
CCOC(=O)CSc1nc(-c2ccc3c(c2)OCO3)ccc1C#N	-6	-5	-6	1	-8	1.1	0.84	1	0
C/C(=N\OC(=O)c1ccc(Cl)cc1)c1nccs1	0	36	9	0.8	-6	0.6	0.06	0.9	7
O=C1Nc2ccc(S(=O)(=O)N3CCCC3)c3ccc(S(=O)(=O)N4CCCC4)c1c23	3	-7	-2	0.9	-6	1.1	-1	1.1	-6
CCSc1nc2sc3c(c2c(=O)[nH]1)CC(C)(CC)OC3 (stereo not drawn)	1	0	10	1.1	-4	1	-0.76	0.9	12
O=C(O)C1C2C=CC(C2)C1C(=O)OCC1CCCO1 (stereo not drawn)	-6	19	3	1.1	-3	0.8	1.9	0.8	25
C=CCNC(=S)N1CCC(C(=O)c2ccc(OC)cc2)CC1	9	39	6	0.9	-1	0.6	-0.24	0.9	6
COc1ccc(C(=O)NC(=S)Nc2ccccc2N2CCN(S(C)(=O)=O)CC2)cc1OC	-6	75*	1	1	-4	0.2	0.17	0.5	55*
Cc1ccc(C)c(S(=O)(=O)Nc2ccc3scnc3c2)c1	2	100*	-5	1.4	7	0	-1.4	0.3	66*
Cc1ccc(C(=O)OC2=CC(=O)CC(C)(C)C2)cc1	2	37	23	1.3	-8	0.6	-0.09	0.7	28

An excerpt from above in order of length of the SMILES, lowest first:
SMILES	EphB4 ephrin blk	CYP2C19 inhib	PostGolgi yeast	PLAP act	Ecoli WT expand	CYP2C19 act	Pyk2 oligo antag	CYP2C9 act	CYP2C9 inhib
Cc1ccc(C(=O)OC2=CC(=O)CC(C)(C)C2)cc1	2	37	23	1.3	-8	0.6	-0.09	0.7	28
CN1CCN(C(=O)c2cc3c(ccc4ccccc43)oc2=O)CC1	8	11	3	1.2	-1	0.9	0.44	1.9	-87
Cc1ccc(S(=O)(=O)NCC(=O)OC(C(=O)c2ccccc2)c2ccccc2)cc1 (stereo not drawn)	-8	47	-1	1.1	13	0.5	0.56	0.4	57*

Rows are unselected; overall some 31% were active at least once.
